High-throughput results (PubChem BioAssay)
miR-122 sensor = miR-122 inhibition in Huh7 cells | Huh7 miR-122 Renilla luciferase sensor, 48 h; neutral wells = 0, positive control = 100 | activation (reporter increase), % at 12.5 µM | hit rate 0.3% among 340,000 | AID 602342;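 active means mean replicate activation score at least 90 and every replicate individually at or above 90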;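 further: higher luciferase means less miR-122 activity so hits act as miR-122 inhibitors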
* = called active by the depositor.

SMILES	miR-122 sensor
O=c1cc(CSc2nnc(-c3cccs3)n2Cc2ccccc2)nc2sc3ccccc3n12	-19
O=C(/C=C/c1ccccc1)NC(=S)NNC(=O)c1cccnc1	0
CN1CCN(c2ccc(S(=O)(=O)N3CCCCC3)cc2NC(=O)Cc2ccccc2F)CC1	5
Nc1ncc(-c2ccccc2)n1CC1CCCO1 (configuration not stated)	-5
Cc1ccc(CNc2ccc(N3CCOCC3)cc2)s1	0
COc1ccccc1NC(=O)C1=C(C)NC(=O)NC1c1cccc(OC)c1OC (configuration not stated)	1
CCOC(=O)c1c(C)n(C)c2ccc(OC)c(NC(=O)CN3CCC4(CC3)OCCO4)c12	-1
C/C(CC(=O)NCc1ccco1)=N\NC(=O)C(c1ccccc1)c1ccccc1	-7
O=C(O)CC1=C(O)C(=O)N(c2ccccc2)C1c1ccc(Cl)cc1 (configuration not stated)	1
CCCN(CCC)CC(O)CN(c1ccccc1)S(=O)(=O)c1ccc(C)cc1 (configuration not stated)	-9
COc1cccc(NC(=O)CSC2=C(C#N)C(c3ccco3)C3=C(CCCC3=O)N2)c1 (configuration not stated)	3
N#CC1=C(N)NC(SCC(=O)O)=C(C#N)C12CCCC2	4
Clc1cccc(-c2ccc(/C=N/n3cnnc3)o2)c1	1
Cc1ccc(-n2c(O)c(/C=N/NC(=O)C3COc4ccccc4O3)c3ccccc3c2=O)cc1 (configuration not stated)	2
Cc1ccc(-c2nc(-c3ccccc3)no2)cc1	-2
O=c1cc(-c2ccccc2)[nH]c2nc3ccccc3n12	6
CCOCCCn1c(C)nc2c(c1=O)c1nc3ccccc3nc1n2CCC1=CCCCC1	0
Cc1ccc(NC(=O)CS(=O)CC(=O)NCCCc2ccccc2)cc1Cl (configuration not stated)	-3
CNC(=O)c1cc2cc(OC)ccc2n1CCN(C)C	0
Cc1[nH]nc2c1C1(C(=O)Nc3ccc([N+](=O)[O-])cc31)C(C#N)=C(N)O2 (configuration not stated)	-5
CCn1c2ccccc2c2cc(NC(=O)CSc3nnc(C4CC4)n3Cc3ccco3)ccc21	3
CS(=O)(=O)N1CC(C(=O)NN)Oc2ccc(Cl)cc21 (configuration not stated)	6
COc1ccc(/C=N/Nc2cc(C)nc(N)n2)cc1	-2
Cc1cc2ccccc2c(=O)n1CC(=O)NCC(=O)N(C)Cc1ccccc1	-2
CCNc1nc(CN2CCOCC2)nc2sc3c(c12)CCC3	-7
CCC(=O)n1nc(-c2ccc(OC)cc2)nc1SC	-1
COC(C(=O)Nc1ccc(F)c(F)c1)c1ccccc1 (configuration not stated)	2
COc1ccc(N2C(=O)CC(Nc3ccc(C)cc3)C2=O)cc1 (configuration not stated)	-7
O=C(C1CCCCC1)N(Cc1nc2sc3c(c2c(=O)[nH]1)CCCC3)Cc1cccs1	0
CCCCCOCC1CC(C/C(C)=N/Nc2nc(-c3ccccc3)cs2)C(=O)O1 (configuration not stated)	2
CCN(CC)CCCN1C(=O)c2oc3ccccc3c(=O)c2C1c1cc(OC)ccc1OC (configuration not stated)	-2
COC(=O)Cc1sc(-c2ccccn2)nc1-c1ccccc1	8
COc1cc(C2NC(=O)NC(C)=C2C(=O)OC2CCCCC2)cc(Br)c1O (configuration not stated)	-1
CCOC(=O)C1=C(CSc2nc(CC)c(C)cc2C#N)OC(N)=C(C#N)C1c1ccc(OC)cc1 (configuration not stated)	1
Cc1nn(-c2ccccc2)c(Cl)c1C(=O)NCCCCNC(=O)c1c(C)nn(-c2ccccc2)c1Cl	3
Cn1c(SCC(=O)N/N=C/c2cccs2)nc2ccccc21	-3
CCOc1ccc(OCC)c(NC(=O)CN2CCN(c3ccc(C)cc3C)CC2)c1	2
O=C(OCC(=O)c1ccc[nH]1)c1ccc(S(=O)(=O)N2CCCCCC2)cc1	3
Cc1cc(-c2ccc(/C=N/n3cnnc3)o2)c([N+](=O)[O-])cc1C	-1
CC(=O)c1nn(-c2cccc(Br)c2)cc1C(=O)c1cccc2ccccc12	-7
Cc1ccccc1OCCCC(=O)Nc1ccc(N2CCOCC2)cc1	-3
CCOC(=O)Nc1cc(C(=O)OCC)c(C)nc1C	0
Cc1nn2c(-c3cccc(NC(=O)c4ccco4)c3)nnc2c2ccccc12	-12
FC(F)(F)c1cccc(CNc2ncccc2-c2nc3cc(Cl)ccc3o2)c1	41
CCCNC(=O)NC(=O)CSc1ncc(C(F)(F)F)cc1Cl	-8
Cc1ccc(NC(=O)CSC2=C(C#N)C(c3ccc4c(c3)OCO4)C3=C(CCCC3=O)N2)c(C)c1 (configuration not stated)	0
CCOC(=O)N1CCN(CC(=O)Nc2c(C(=O)OC)[nH]c3ccc(Cl)cc23)CC1	0
CCN(CC)C(=O)C(C)OC(=O)c1ccc(O)cc1 (configuration not stated)	32
Cc1cc(C(=O)OCC(=O)N2c3ccccc3CC2C)c(C)o1 (configuration not stated)	-7
NS(=O)(=O)c1ccc(N=Cc2ccc(Br)s2)cc1	-16
CCOC(=O)C1=C(O)/C(=C/c2cn(CC(=O)N3CCCC3)c3ccccc23)SC1=Nc1ccccc1	-2
CCOC(=O)CC(NC(=O)C(CC)c1ccccc1)c1ccccc1Cl (configuration not stated)	14
CCOc1cc2[nH]c(=O)n(CCCCC(=O)NC3CCCCCC3)c(=O)c2cc1OCC	-7
Cc1cnn(-c2cc(N/N=C/c3ccccc3F)ncn2)c1	-1
CCC(=O)N1c2ccc(S(=O)(=O)CCC(=O)NC3CCCC3)cc2CC1C (configuration not stated)	-2
O=C(NNC1=C(C(=O)C(F)(F)F)CCC1)c1cccc(Cl)c1	-1
O=C1Nc2ccc(S(=O)(=O)NCc3ccco3)c3cccc1c23	16
O=C(Nc1ccc(Cl)cc1)[C@@H]1[C@@H]2C(=O)N(c3ccc(Cl)cc3)C(=O)[C@@H]2[C@H]2C=CC=NN21	11
Cc1cc(C(=O)Nc2ccc(S(=O)(=O)Nc3nccs3)cc2)c(C)o1	-7
COc1cccc(C2NC(=O)NC(O)(C(F)(F)F)C2C(=O)c2cccnc2)c1OC (configuration not stated)	9

Going on with the list:
SMILES	miR-122 sensor
COc1cc(C(=O)OC(C)C(=O)NCC2CCCCC2)cc(NC(=O)c2ccco2)c1OC (configuration not stated)	-10
Cc1ccccc1OCC(O)CN (configuration not stated)	-5
Cc1[nH]nc2cn[nH]c12	-4
O=C(O)c1cccc(-c2nnn(Cc3ccccc3)n2)c1	-4
COc1ccc(-c2noc(CN3CCOCC3)n2)cc1OC	-7
Cc1nc2ccc(-c3nc4cc(N)ccc4o3)cc2[nH]1	5
COc1cc(/C=N/NC(=O)c2sc(N)c(C#N)c2C)ccc1O	0
O=C(NNC(=O)C1CC(c2cccnc2)=NO1)Nc1cccc(F)c1 (configuration not stated)	0
CCCCOC(=O)c1ccc(NC(=O)c2ccoc2C)cc1	-1
CCOc1ccc(OCCSc2nnnn2-c2ccccc2)cc1	-10
COc1cc(NC(=O)CSc2nnc(Cn3nnc4ccccc43)n2C)cc(OC)c1	1
Cc1cc(C(F)F)n2nc(C(=O)Nc3cccc(C(F)(F)F)c3)nc2n1	0
Cc1ccc(NC(=O)C2CCN(S(C)(=O)=O)CC2)cc1C	0
CC(=O)c1cccc(N(CC(=O)N2CCOCC2)S(C)(=O)=O)c1	-4
COc1ccc(C2NCCO2)cc1OC (configuration not stated)	-15
COCCn1c(C)cc(C(=O)COC(=O)c2ccc(NC(=O)CC#N)cc2)c1C	9
COC(=O)[C@H](CCSC)NC(=O)Nc1ccc(C)c(C)c1	2
O=C(COc1ccc(Cl)cc1Cl)NCc1ccncc1	-3
O=C(Cc1c(C(=O)O)[nH]c2ccccc12)NCCN1CCN(c2cccc(Cl)c2)CC1	-2
O=C(O)CCSCC(=O)c1ccc2c(c1)OCCO2	8
C/C(=N\Nc1cc(Cl)nc(C)n1)c1ccc(Cl)c(Cl)c1	-7
CC1(c2ccc(OC(F)F)cc2)NC(=O)N(CC(=O)Nc2ccc3c(c2)OCO3)C1=O (configuration not stated)	-3
NC(Cc1cccc2nsnc12)C(=O)O (configuration not stated)	6
Cc1ccc(SCCNC(=O)c2ccc(C)c([N+](=O)[O-])c2)cc1	2

Laid out differently: results already given.
| SMILES | miR-122 sensor |
| --- | --- |
| COc1cc(/C=N/NC(=O)c2sc(N)c(C#N)c2C)ccc1O | 0 |
| O=C(NNC(=O)C1CC(c2cccnc2)=NO1)Nc1cccc(F)c1 (configuration not stated) | 0 |
| CCCCOC(=O)c1ccc(NC(=O)c2ccoc2C)cc1 | -1 |
| CCOc1ccc(OCCSc2nnnn2-c2ccccc2)cc1 | -10 |
| COc1cc(NC(=O)CSc2nnc(Cn3nnc4ccccc43)n2C)cc(OC)c1 | 1 |
| Cc1cc(C(F)F)n2nc(C(=O)Nc3cccc(C(F)(F)F)c3)nc2n1 | 0 |
| Cc1ccc(NC(=O)C2CCN(S(C)(=O)=O)CC2)cc1C | 0 |
| CC(=O)c1cccc(N(CC(=O)N2CCOCC2)S(C)(=O)=O)c1 | -4 |
| COc1ccc(C2NCCO2)cc1OC (configuration not stated) | -15 |
| COCCn1c(C)cc(C(=O)COC(=O)c2ccc(NC(=O)CC#N)cc2)c1C | 9 |
| COC(=O)[C@H](CCSC)NC(=O)Nc1ccc(C)c(C)c1 | 2 |
| O=C(COc1ccc(Cl)cc1Cl)NCc1ccncc1 | -3 |
| O=C(Cc1c(C(=O)O)[nH]c2ccccc12)NCCN1CCN(c2cccc(Cl)c2)CC1 | -2 |
| O=C(O)CCSCC(=O)c1ccc2c(c1)OCCO2 | 8 |
| C/C(=N\Nc1cc(Cl)nc(C)n1)c1ccc(Cl)c(Cl)c1 | -7 |
| CC1(c2ccc(OC(F)F)cc2)NC(=O)N(CC(=O)Nc2ccc3c(c2)OCO3)C1=O (configuration not stated) | -3 |
| NC(Cc1cccc2nsnc12)C(=O)O (configuration not stated) | 6 |
| Cc1ccc(SCCNC(=O)c2ccc(C)c([N+](=O)[O-])c2)cc1 | 2 |

The listing continues:
SMILES	miR-122 sensor
OC(COc1ccc2c(c1)CCC2)CN1CCN(c2ccccc2F)CC1 (configuration not stated)	3
COc1cccc(C(=O)NCc2ccccc2OC)c1	-2
O=C(NCc1cccnc1)/C(=C/c1ccco1)NC(=O)c1ccccc1	-1
COC(=O)c1ccc(NC(=O)c2ccc(N(C)S(C)(=O)=O)cc2)cc1	-7
Cc1ccc(C)c(NC(=O)C2CC3c4ccccc4C2c2ccccc23)c1 (configuration not stated)	-3
Cc1ccc(N(CC(=O)N2CCn3c2nc2ccccc23)S(=O)(=O)c2c(C)n[nH]c2C)cc1	-7
COC(=O)CCSCc1cn2cc(Cl)ccc2n1	2
N#CC1=C(SCC(=O)c2ccccc2)NC2=C(C(=O)CCC2)C1c1ccco1 (configuration not stated)	31
Cc1cccc(C)c1NC(=O)C/C(N)=N/O	-1
CCOc1ccc(OCC)c(NC(=O)C2CCN(c3ncccn3)CC2)c1	0
COCCn1c(-c2ccc(OC)cc2)cnc1N	-3
CCS(=O)(=O)NCC(c1cccnc1)N1CCN(c2ccccc2F)CC1 (configuration not stated)	1
NC(=O)c1ccsc1NC(=O)CN1C(=O)C2CC=CCC2C1=O (configuration not stated)	1
CC(C)CCNC1=NCCCCC1	-2
COc1ccc(/C(O)=C2/C(=O)C(=O)N(Cc3cccnc3)C2c2ccco2)cc1OC (configuration not stated)	-5
O=C1CCCC2=C1C(c1ccc(Br)cc1)c1c([nH]c(=S)[nH]c1=O)N2 (configuration not stated)	19
CC(NC(=O)Nc1ccc(O)cc1)(C(F)(F)F)C(F)(F)F	-4
CC(=O)c1ccc(NC(=O)C2CCC(C)(C(=O)O)C2(C)C)cc1 (configuration not stated)	-8
CCOc1ccc2[nH]c(=O)c(C(c3nnnn3C3CCCCC3)N3CCN(C)CC3)cc2c1 (configuration not stated)	34
CC1=C(C)C(=O)C(CCCCC#CCCCC#CCO)=C(C)C1=O	-9
COC(=O)c1ccccc1S(=O)(=O)Nc1ccc2cn[nH]c2c1	-1
Cc1noc(NS(=O)(=O)c2ccc(NC(=O)c3ccc(Br)o3)cc2)c1C	-4
Cc1ccc(Oc2nccc(-c3ccc(Cl)cc3)n2)cc1	-8
CCOC(=O)C1=C(CSc2nc3c(cc2C#N)CCC3)OC(N)=C(C#N)C1c1ccccc1 (configuration not stated)	3
O=C(Nc1c(C(=O)NCc2ccco2)cnn1-c1ccccc1)c1cccc(F)c1	-13
Cc1cccc(OCCCn2c(CCNC(=O)C(C)C)nc3ccccc32)c1	7
CC(C)NC(=O)NC(=O)COC(=O)CCOc1ccccc1	-7
CCn1c(SCC(=O)Nc2nc(-c3ccc(C)cc3)cs2)nnc1-c1ccccc1O	1
CCC(C)C(=O)N1CCc2cc(-c3csc(N)n3)ccc21 (configuration not stated)	-2
N#C/C(=N\Nc1c(Cl)cccc1Cl)C(=O)NN	1
COc1nccnc1NS(=O)(=O)c1ccc(NC(=S)NC(=O)c2ccccc2)cc1	7
O=C(Nc1ccccc1C(=O)N/N=C/c1ccco1)c1ccccc1	10
Cc1ccsc1CNn1cnnc1SCc1ccccc1F	9
Oc1ccc2ccccc2c1/C=N/Nc1nnc(-c2ncc[nH]2)c2ccccc12	-61
COc1ccccc1C/C(N)=N/OC(=O)COc1cccc(C)c1	-2
COC(=O)c1ccc(CNC(=O)c2c3c(nc4ccccc24)CCN(Cc2ccccc2)C3)cc1	18
Cn1c(=O)[nH]c(=O)c2c1nc(Br)n2CCC(=O)c1ccccc1	-3
Cc1ccc2cc(CN(CC3CCCO3)C(=O)C(C)C)c(=O)[nH]c2c1 (configuration not stated)	1
O=C(NCCc1c[nH]c2ccccc12)C1CCC(Cn2c(=S)[nH]c3ccccc3c2=O)CC1 (configuration not stated)	18
CN(C)S(=O)(=O)N1CCN(CC(O)COc2ccc(C(=O)c3ccccc3)cc2)CC1 (configuration not stated)	2
Cc1cc(Oc2ccc(C#N)cc2)nc(N2CCOCC2)n1	-1
Cc1cc(C)n2ncc(C(=O)NCc3ccc(Cl)cc3)c2n1	1
Cc1cc(SCC(=O)N2CCC(c3noc4ccc(F)cc34)CC2)nc2ccccc12	-1

Only part of the results is shown. The share of hits here may be higher or lower than overall.
